HT1080NT lethal = kills 2HG-producing HT-1080-NT fibrosarcoma cells; AID 686970; Potency, µM (top dose mostly 46.1 µM), without a hit: top-dose activity, negative = less viability, actives largely listed as cytotoxic; 360,000 tested, 1.6% active; HT-1080-NT fibrosarcoma viability, CellTiter-Glo ATP luminescence, 48 h;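 note: NT is the 2HG producing partner of a matched IDH1 knockdown line; 0% = DMSO-treated cells and -100% = media-only wells without cells; nearly all actives have a fitted effect of over 55% in size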
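Luminescent CellTiter-Glo readout after 48 hours of compound exposure at 37 degrees C defined viability of HT-1080-NT cells. Activity was normalized to DMSO wells and cell-free media wells; concentration-response curves were fitted and assigned curve classes.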
HEK293 tox = cytotoxic in the GLP-1 receptor inverse agonist counter-screen; HEK293 cAMP-luciferase reporter cells, luminescence, 24 h; Potency, µM (doses to about 38.3 µM), for the others: at the top dose activity change, negative = inhibition, actives largely listed as inhibitors; 410,000 tested, 0.13% active; AID 624418;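 note: loss of luciferase light is scored as toxicity; % is set by controls: 0 for no effect and ±100 for the full control effect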
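MLSMR compounds, 24 hr on cells at 37 deg C/5% CO2; luminescence after luciferase reagent (12 min RT). Inhibition counted as the undesired cytotoxic outcome.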
KB-V1 cytotox = kills drug-selected multidrug resistant KB-V1 cells; KB-V1 MDR cells viability, CellTiter-Glo, 72 h; Potency, µM (doses to about 46.1 µM), inactives show top-dose activity change, negative = cytotoxicity, hits mostly cytotoxic; 400,000 tested, 3.4% active; AID 1347076; note: % is set by controls: 0 for no effect and ±100 for the full control effect; nearly all actives have a fitted effect of over 60% in size
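Compound-treated KB-V1 multidrug-resistant cells, 72 h, 37 degrees C; viability by CellTiter-Glo. Fitted qHTS curves give the values.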
HT1080 IDH1KD tx = toxicity to HT-1080 IDH1 knockdown cells (counter line). Potency, µM (top dose mostly 46.1 µM), inactives show at the highest dose activity, negative = toxicity, most hits filed as cytotoxic. HT-1080 IDH1 knockdown viability, ATP luminescence, 48 h. 360,000 tested, 2% active;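 note: 0% = DMSO wells and -100% = cell-free medium wells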
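Knockdown cells (IDH1KD HT-1080) received compounds 2 h after plating at 750 cells/well and were kept 48 h at 37 °C in 5% FBS RPMI. A CellTiter-Glo luminescence read gave % activity for curve fitting.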
GLP1R inv ag = GLP-1 receptor (human) inverse agonism. Potency, µM (top dose mostly 38.3 µM), without a hit: at the highest dose activity change, negative = inhibition, hits mostly inhibitors. P43220. 410,000 tested, 1.6% active. HEK293 GLP-1R CRE-luciferase, luminescence, 24 h; GLP-1R form is constitutively active; note: % is set by controls: 0 for no effect and ±100 for the full control effect; nearly all actives have a fitted effect of over 55% in size
Target sequence (P43220 whole entry, looked up): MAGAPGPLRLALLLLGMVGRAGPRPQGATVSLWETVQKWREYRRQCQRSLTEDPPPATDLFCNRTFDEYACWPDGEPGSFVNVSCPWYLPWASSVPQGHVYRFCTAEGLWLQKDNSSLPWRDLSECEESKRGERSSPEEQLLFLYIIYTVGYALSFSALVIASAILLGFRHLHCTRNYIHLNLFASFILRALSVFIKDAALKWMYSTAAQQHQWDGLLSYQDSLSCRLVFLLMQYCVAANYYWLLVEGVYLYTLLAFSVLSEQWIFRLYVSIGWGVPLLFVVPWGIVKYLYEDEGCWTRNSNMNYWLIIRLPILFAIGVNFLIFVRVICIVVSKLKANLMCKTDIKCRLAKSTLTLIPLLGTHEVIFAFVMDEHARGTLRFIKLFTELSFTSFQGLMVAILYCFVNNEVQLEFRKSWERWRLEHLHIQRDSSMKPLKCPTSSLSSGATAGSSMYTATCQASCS
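Constitutively active GLP-1R drives a cAMP-responsive luciferase in stably transfected HEK293 cells; test compounds are added after overnight (12 h) attachment and left 24 hr, and signal loss in luminescence marks inhibition.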
KB-3-1 cytotox = kills parental KB-3-1 adenocarcinoma cells; KB-3-1 viability, CellTiter-Glo ATP luminescence, 72 h; Potency, µM (series often up to 46.1 µM), inactives show top-dose activity change, negative = cytotoxic, actives largely listed as cytotoxic; 400,000 tested, 1.4% active; note: % is set by controls: 0 for no effect and ±100 for the full control effect; nearly all actives have a fitted effect of over 60% in size
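Parental KB-3-1 adenocarcinoma cells in phenol-red-free DMEM with 10% FBS were pin-treated with compounds at several concentrations, incubated 72 h at 37 °C, and viability read by CellTiter-Glo luminescence; concentration-effect curves were fitted after normalization.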
SW480 rereplic = DNA re-replication induction in SW480 cells. SW480 DNA re-replication, Hoechst DNA content imaging, 48 h. Potency, µM (top dose mostly 46.1 µM), for the others: at the top dose re-replication activation, most hits filed as activators. AID 624297. 340,000 tested, 1.8% active; note: % of control where 0% means no effect; nearly all actives have a fitted effect of over 55% in size
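Treated cells incubate 48 hr (37 C, 5% CO2), are stained 40 min with Hoechst, and nuclear fluorescence is enumerated; a rise in nuclei with high DNA signal marks re-replication.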
GLP1R ag = GLP-1 receptor (human) agonism; P43220; HEK293 GLP-1R CRE-luciferase, luminescence, 4-6 h; cells express a hypersensitive GLP-1R form; Potency, µM (series often up to 45.6 µM), inactives show top-dose activation, usual class: activators; 380,000 tested, 0.007% active; note: % of control where 0% means no effect
TDP43 rescue = rescues yeast growth from TDP-43 toxicity; TDP-43 expressing yeast growth rescue, BacTiter-Glo, 24 h; Potency, µM (top dose mostly 46.1 µM), without a hit: top-dose growth rescue (activation), most hits filed as activators; 410,000 tested, 1.8% active; note: % of control where 0% means no effect; nearly all actives have a fitted effect of over 50% in size
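Cell-based yeast growth screen: TDP-43 expression induced in galactose, inoculum OD600=0.02 after raffinose pregrowth to mid-log. Read-out BacTiter-Glo luminescence at 24 hr, 30 deg C; inhibition of toxicity seen as signal increase.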
Active calls of the source: *; ? = inconclusive; / = not tested or not shown; [ ] = remark or other dose. Calls come from the whole dose curve; as a rule, active = well fitted curve in the direction sought with a large enough effect; inconclusive = small, poorly fitted or top-dose-only effect, or another doubt; inactive = no such curve, though single readings can be large; an effect the other way counts as inactive or inconclusive. Potency is the fitted concentration of half-maximal effect.

SMILES	HT1080NT lethal	HEK293 tox	KB-V1 cytotox	HT1080 IDH1KD tx	GLP1R inv ag	KB-3-1 cytotox	SW480 rereplic	GLP1R ag	TDP43 rescue
CC1=C(C(=O)N2CCOCC2)CC(CC(=O)NCc2ccco2)C(=O)N1Cc1ccc(F)cc1 (centres undefined)	-2%	0%	-14%	-4%	1%	-10%	/	22%	9%
O=C(Nc1cccc2ncccc12)c1cc2ccccc2o1	0%	-5%	-15%	-3%	9%	-16%	-8%	-16%	-4%
CCn1c(NCc2cccc(Cl)c2)nc2ccccc21	/	-7%	-9%	/	?	3%	/	/	1%
COc1cc(NC(=S)NC(=O)c2ccco2)ccc1NC(=O)C(C)C	7%	1%	-19%	18%	41%	1%	-1%	5%	15%
COc1ccc(CC2(CO)CCN(S(=O)(=O)N(C)C)CC2)cc1	-3%	8%	1%	-4%	1%	?	3%	7%	-5%
CC(=O)N1c2ccccc2NC(=O)C1(C)C	-2%	1%	11%	-6%	7%	15%	-3%	-13%	17%
COC(=O)Cn1cc(S(=O)(=O)NCc2ccc(C)cc2)c2cc([N+](=O)[O-])ccc21	-5%	2%	1%	-5%	8%	14%	-1%	-5%	-4%
Cn1c2cc(Br)sc2c2cnn(Cc3c(F)cccc3Cl)c(=O)c21	/	/	-6%	/	/	0%	-7%	3%	/
O=C(COC(=O)/C=C/C(=O)OCC(=O)Nc1ccccc1F)Nc1ccccc1F	-3%	-5%	6%	-4%	13%	11%	-4%	-5%	3%
Cc1ccc(Nc2nc(N)c([N+](=O)[O-])c(N3CCOCC3)n2)cc1C	-2%	17%	-15%	-1%	?	-1%	9%	25%	18µM*
CCCS(=O)(=O)c1c(S(=O)(=O)CCC)c2cnccn2c1C(=O)c1ccc(OC)cc1	-9%	-1%	-15%	0%	-4%	-16%	12%	-6%	8%
CCOC(=O)C1CCN(S(=O)(=O)c2cc(Br)cc3c2N(C(C)=O)C(C)C3)CC1 (centres undefined)	7%	-13%	-7%	-10%	2%	26%	-8%	2%	16%
CC(C)(C)c1ccc(C(=O)OCC(=O)NC2CC2)cc1	0%	-4%	?	1%	2%	-3%	-21%	8%	-5%
O=c1[nH]c2ccc(NC(=S)Nc3ccc(F)cc3)cc2[nH]1	7%	-1%	7%	3%	1%	3%	-8%	9%	-4%
O=C(O)c1ccc(-n2[nH]c3c(c2=O)CCCC3)cc1	19%	5%	3%	15%	4%	5%	-3%	-1%	-8%
Cc1cccc(N2CCN(C(=O)c3c(C)oc4ncnc(N5CCCCC5)c34)CC2)c1C	/	-5%	5%	/	?	-2%	/	/	35µM*
CCOC(=O)c1c(-c2ccc(OC)cc2)cn2ccccc12	29%	-4%	-6%	5%	8%	-7%	1%	0%	8%
COc1ccccc1CNC(=O)Nc1nc(C(N)Cc2ccc(Cl)cc2)cs1 (centres undefined)	15µM*	-23%	-3%	21µM*	?	?	/	-4%	28%
CCOC(=O)C1=C(C)N(C)C(=S)NC1c1cc(OC)ccc1OC (centres undefined)	1%	-17%	?	-10%	-14%	-1%	-3%	5%	-14%
CCOC(=O)c1c(N)n[nH]c1-c1ccccc1	2%	4%	2%	-6%	40%[activator]	2%	-1%	1%	-14%
CCCOc1cccc(C2C(C(=O)c3ccco3)=C(O)C(=O)N2CCCn2ccnc2)c1 (centres undefined)	-1%	-1%	0%	1%	3%	5%	1%	-3%	16%
Cc1cc(Br)ccc1NC(=O)C(Cc1ccccc1)NS(=O)(=O)c1ccc(Br)s1 (centres undefined)	/	-17%	10%	/	?	3%	/	-3%	-9%
COc1cnc(-c2ccccc2)nc1Oc1ccc(C(C)(C)C)cc1	-6%	4%	1%	-11%	0%	2%	8%	1%	0%
CCCN(CC1CC1)S(=O)(=O)c1ccc(-n2cnnn2)c(OC)c1	3%	4%	-20%	5%	9%	4%	1%	9%	-8%
CN1C(=O)c2ccc(S(=O)(=O)c3ccc(C(=O)O)cc3)cc2C1=O	?	-11%	0%	0%	0%	-5%	5%	3%	-11%
O=C(O)/C(=C\c1ccc2ccccc2c1)c1cccc2ccccc12	2%	-3%	?	-9%	?	-2%	-20%	-4%	-93%[inhibitor]
O=C(Cn1nc(C(=O)O)c2ccccc2c1=O)Nc1cccc(S(=O)(=O)N2CCOCC2)c1	-2%	5%	?	7%	2%	3%	-10%	-2%	12%
Cn1c(SCC(=O)N2CCN(c3cccc(Cl)c3)CC2)nnc1-c1ccncc1	1%	9%	16µM*	0%	0%	13µM*	1%	-2%	-19%
CC1(C)Nc2ccccc2C(=O)N1NC(=O)c1ccccc1	2%	6%	0%	-1%	6%	-3%	15%	-2%	-16%
COC(=O)Cc1c(-c2[nH]c3ccccc3c2CC(=O)OC)[nH]c2ccccc12	-4%	-8%	-1%	-13%	9%	5%	2%	-8%	18%
CC(C)CNC(=O)C1CCN(c2ccc(S(=O)(=O)N3CCOCC3)cc2[N+](=O)[O-])CC1	-5%	-2%	?	-2%	6%	-4%	-5%	8%	5%
O=C(NCc1ccncc1)C1CCCCC1	2%	15%	6%	6%	10%	1%	0%	2%	8%
CN(CC(=O)Nc1ccc(F)cc1)C(=O)c1ccc2ccccc2n1	-6%	-3%	-1%	2%	-21%	-10%	5.2µM*	10%	-9%
O=C(NC1CCCC1)c1ccc(CSCc2ccccc2F)o1	9%	9%	15µM*	-12%	?	-22%	-4%	15%	16%
O=C(Oc1c(CN2CCOCC2)cc(Cl)c2cccnc12)c1ccccc1	?	-14%	?	10µM*	?	?	8.2µM*	3%	24%
CCCC(=O)N1CCN(c2ccc(NC(=O)c3ccc([N+](=O)[O-])o3)cc2Cl)CC1	16µM*	?	?	?	47%[activator]	?	17%	8%	-93%[inhibitor]
CC1CCN(C(=O)C2Cc3ccccc3CN2S(=O)(=O)c2ccc(F)cc2)CC1 (centres undefined)	1%	4%	0%	-1%	?	-1%	1%[9.22 µM]	-8%	13%
Cc1c(Cl)c([N+](=O)[O-])nn1CC(=O)NCc1cccs1	7%	-6%	18µM*	-3%	8%	-3%	-14%	0%	13%
CC(=O)Nc1nc(-c2ccc3c(c2)OCO3)cs1	9%	0%	9%	1%	-2%	4%	-1%	-3%	6%
Cc1c(NC(=O)c2cnn3cccnc23)c(=O)n(-c2ccccc2)n1C	13%	1%	4%	14%	12%	8%	-9%	0%	0%
CC(C)(C)OC(=O)N(Cc1ccccc1)Cc1ccccc1OCc1cccc(NC(=O)C2CCC2)c1	-1%	7%	-4%	-11%	?	?	5%	13%	16%

Part of the list above, with two lines to a compound.
Order of results – HT1080NT lethal	HEK293 tox	KB-V1 cytotox	HT1080 IDH1KD tx	GLP1R inv ag	KB-3-1 cytotox	SW480 rereplic	GLP1R ag	TDP43 rescue
CCCOc1cccc(C2C(C(=O)c3ccco3)=C(O)C(=O)N2CCCn2ccnc2)c1 (centres undefined)
  -1%	-1%	0%	1%	3%	5%	1%	-3%	16%
Cc1cc(Br)ccc1NC(=O)C(Cc1ccccc1)NS(=O)(=O)c1ccc(Br)s1 (centres undefined)
  /	-17%	10%	/	?	3%	/	-3%	-9%
COc1cnc(-c2ccccc2)nc1Oc1ccc(C(C)(C)C)cc1
  -6%	4%	1%	-11%	0%	2%	8%	1%	0%
CCCN(CC1CC1)S(=O)(=O)c1ccc(-n2cnnn2)c(OC)c1
  3%	4%	-20%	5%	9%	4%	1%	9%	-8%
CN1C(=O)c2ccc(S(=O)(=O)c3ccc(C(=O)O)cc3)cc2C1=O
  ?	-11%	0%	0%	0%	-5%	5%	3%	-11%

Quoted at random: three records from the list
SMILES	HT1080NT lethal	HEK293 tox	KB-V1 cytotox	HT1080 IDH1KD tx	GLP1R inv ag	KB-3-1 cytotox	SW480 rereplic	GLP1R ag	TDP43 rescue
CCCN(CC1CC1)S(=O)(=O)c1ccc(-n2cnnn2)c(OC)c1	3%	4%	-20%	5%	9%	4%	1%	9%	-8%
CC1=C(C(=O)N2CCOCC2)CC(CC(=O)NCc2ccco2)C(=O)N1Cc1ccc(F)cc1 (centres undefined)	-2%	0%	-14%	-4%	1%	-10%	/	22%	9%
CC(C)CNC(=O)C1CCN(c2ccc(S(=O)(=O)N3CCOCC3)cc2[N+](=O)[O-])CC1	-5%	-2%	?	-2%	6%	-4%	-5%	8%	5%
